# High-throughput results from PubChem BioAssay.
# mHTT-CaM PPI inh = disrupts binding of mutant huntingtin to calmodulin. 190,000 compounds, 3.6% hits. AlphaScreen His-mHTT/GST-CaM binding, luminescence. inhibition, % at 15 µM;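 also: 0% = both proteins with DMSO and 100% = one protein alone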
# Target sequence (P42858 whole entry, looked up, stated change not applied): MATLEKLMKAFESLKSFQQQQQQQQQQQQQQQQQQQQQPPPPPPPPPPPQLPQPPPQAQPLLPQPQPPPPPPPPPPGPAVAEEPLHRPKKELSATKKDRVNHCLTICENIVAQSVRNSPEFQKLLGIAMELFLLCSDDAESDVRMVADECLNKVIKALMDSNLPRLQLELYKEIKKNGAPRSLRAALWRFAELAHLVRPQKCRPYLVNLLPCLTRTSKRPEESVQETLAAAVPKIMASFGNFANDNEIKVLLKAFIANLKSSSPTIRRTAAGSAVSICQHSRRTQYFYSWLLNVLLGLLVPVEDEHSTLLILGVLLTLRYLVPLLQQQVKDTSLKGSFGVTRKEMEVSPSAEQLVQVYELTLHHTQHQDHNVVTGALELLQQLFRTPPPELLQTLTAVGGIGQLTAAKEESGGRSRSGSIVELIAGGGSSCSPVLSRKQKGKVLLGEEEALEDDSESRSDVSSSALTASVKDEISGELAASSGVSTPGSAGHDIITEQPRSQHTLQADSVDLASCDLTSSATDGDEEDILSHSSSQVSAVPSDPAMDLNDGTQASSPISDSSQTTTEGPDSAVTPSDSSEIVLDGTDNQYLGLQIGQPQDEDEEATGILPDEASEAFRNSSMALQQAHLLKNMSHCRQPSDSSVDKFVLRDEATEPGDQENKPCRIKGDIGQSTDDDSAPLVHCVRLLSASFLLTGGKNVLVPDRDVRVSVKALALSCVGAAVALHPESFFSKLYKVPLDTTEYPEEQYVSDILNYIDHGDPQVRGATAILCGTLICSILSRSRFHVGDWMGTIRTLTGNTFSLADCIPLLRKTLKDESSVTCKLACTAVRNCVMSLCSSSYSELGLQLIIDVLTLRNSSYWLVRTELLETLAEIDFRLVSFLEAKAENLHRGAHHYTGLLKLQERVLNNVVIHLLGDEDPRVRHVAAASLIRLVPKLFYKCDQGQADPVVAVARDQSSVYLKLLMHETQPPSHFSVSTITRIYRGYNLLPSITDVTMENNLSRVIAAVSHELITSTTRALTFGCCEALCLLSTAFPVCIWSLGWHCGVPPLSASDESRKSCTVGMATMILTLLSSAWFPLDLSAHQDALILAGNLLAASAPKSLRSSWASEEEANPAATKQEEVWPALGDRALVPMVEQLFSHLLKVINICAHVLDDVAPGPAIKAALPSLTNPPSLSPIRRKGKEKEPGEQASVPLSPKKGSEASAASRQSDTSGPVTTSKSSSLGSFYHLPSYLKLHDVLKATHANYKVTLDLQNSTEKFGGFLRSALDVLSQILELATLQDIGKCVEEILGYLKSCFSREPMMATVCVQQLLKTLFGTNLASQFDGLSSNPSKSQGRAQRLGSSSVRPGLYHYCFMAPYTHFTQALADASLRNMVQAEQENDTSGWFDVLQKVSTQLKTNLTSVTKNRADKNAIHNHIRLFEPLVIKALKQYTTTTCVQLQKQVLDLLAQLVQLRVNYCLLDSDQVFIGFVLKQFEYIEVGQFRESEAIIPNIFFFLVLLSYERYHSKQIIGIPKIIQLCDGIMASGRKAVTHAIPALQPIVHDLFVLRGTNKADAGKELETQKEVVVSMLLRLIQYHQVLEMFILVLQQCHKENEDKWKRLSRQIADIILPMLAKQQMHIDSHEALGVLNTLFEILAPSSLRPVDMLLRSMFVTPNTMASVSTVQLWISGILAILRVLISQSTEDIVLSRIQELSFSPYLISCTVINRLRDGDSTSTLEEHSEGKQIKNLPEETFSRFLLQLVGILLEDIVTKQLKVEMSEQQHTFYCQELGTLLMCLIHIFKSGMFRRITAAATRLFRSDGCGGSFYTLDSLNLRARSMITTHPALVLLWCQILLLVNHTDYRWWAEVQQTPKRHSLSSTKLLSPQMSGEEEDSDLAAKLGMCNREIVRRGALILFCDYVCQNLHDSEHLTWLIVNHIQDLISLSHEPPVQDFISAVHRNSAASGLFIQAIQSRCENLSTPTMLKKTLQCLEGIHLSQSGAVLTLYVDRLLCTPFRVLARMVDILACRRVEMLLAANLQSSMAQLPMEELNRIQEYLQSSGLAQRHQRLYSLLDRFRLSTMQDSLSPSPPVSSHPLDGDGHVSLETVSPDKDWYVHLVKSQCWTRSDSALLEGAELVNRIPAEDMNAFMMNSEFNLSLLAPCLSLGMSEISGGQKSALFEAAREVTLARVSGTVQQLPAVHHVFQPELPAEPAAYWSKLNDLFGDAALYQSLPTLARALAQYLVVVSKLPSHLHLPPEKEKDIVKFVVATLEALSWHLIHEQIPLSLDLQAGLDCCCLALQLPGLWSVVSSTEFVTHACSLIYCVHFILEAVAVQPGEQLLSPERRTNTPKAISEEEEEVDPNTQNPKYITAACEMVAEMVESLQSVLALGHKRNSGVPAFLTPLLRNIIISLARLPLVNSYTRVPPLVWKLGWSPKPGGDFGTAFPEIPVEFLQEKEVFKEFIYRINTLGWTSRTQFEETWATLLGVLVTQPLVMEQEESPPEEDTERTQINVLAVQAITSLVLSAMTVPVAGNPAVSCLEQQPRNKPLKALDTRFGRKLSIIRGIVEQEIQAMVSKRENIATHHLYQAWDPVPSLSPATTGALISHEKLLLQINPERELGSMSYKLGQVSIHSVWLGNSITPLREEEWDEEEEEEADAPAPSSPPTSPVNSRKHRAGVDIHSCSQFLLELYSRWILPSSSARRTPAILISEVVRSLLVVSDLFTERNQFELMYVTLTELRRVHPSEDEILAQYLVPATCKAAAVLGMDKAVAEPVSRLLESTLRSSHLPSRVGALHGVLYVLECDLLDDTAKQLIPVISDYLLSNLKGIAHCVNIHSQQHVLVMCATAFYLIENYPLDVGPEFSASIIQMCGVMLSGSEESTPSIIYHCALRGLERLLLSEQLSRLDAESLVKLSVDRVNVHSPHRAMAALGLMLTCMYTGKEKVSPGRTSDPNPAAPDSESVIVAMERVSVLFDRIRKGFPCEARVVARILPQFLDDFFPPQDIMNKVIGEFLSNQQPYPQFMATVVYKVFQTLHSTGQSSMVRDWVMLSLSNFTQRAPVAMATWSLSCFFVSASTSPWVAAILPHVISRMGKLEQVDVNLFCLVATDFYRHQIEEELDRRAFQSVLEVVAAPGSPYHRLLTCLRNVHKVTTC
# Pf apPOL inh = Pf-apPOL DNA polymerase inhibition; Recombinant Pf-apPOL, molecular beacon fluorescence, 1.5 h; inhibition, % at 10 µM; 210,000 compounds, 0.25% hits; AID 1794808
# * hit, by the source's call; i = inactive; / = no result given; & = joins results of further samples. Rule as the data show it: active = inhibition above about 50%; inactive = the rest.
SMILES,mHTT-CaM PPI inh,Pf apPOL inh
COc1ccc(-c2cc(C(=O)N3CCCC3c3cccc(F)c3)no2)cc1OC (centres undefined),4,-3
O=C(CCS(=O)(=O)c1ccc(Br)cc1)Nc1ccc(Cl)cn1,2,-6
CN(C)c1ccc(C(=O)NCCn2ncccc2=O)cc1,-9,-2
CCOc1cccc2nnc(NC(=O)c3ccc(C)cc3)n12,51*,31
COc1ccc2c(c1)-c1onc(C(=O)NCC(C)C)c1CC2,-38,2
O=C1NC(=O)c2cc(NC(=O)C3CCN(S(=O)(=O)c4cccs4)CC3)ccc21,-7,4
O=C(COc1ccccc1)Nc1ccc(C(=O)NCC2OCCc3ccccc32)cc1 (centres undefined),-1,-14
O=C(Nc1nccs1)C1CCN(C(=O)c2cnn(-c3ccccc3)n2)CC1,-13,-9
NC(CO)C(O)c1ccc([N+](=O)[O-])cc1 (centres undefined),2,-1
O=[N+]([O-])c1ccc(O)c(C=Nc2ccc(-c3ccccc3)cc2)c1,5,-4
Cc1occc1C(=O)NCc1ccc(F)cc1,0,2
Cc1ccccc1Nc1nccc(C2CCCN(C(=O)Cc3cccs3)C2)n1 (centres undefined),10,-3
COc1cccc(CNC(=O)C2CCN(c3cncnc3N(C)C)CC2)c1OC,9,1
COc1ccc(C2CC(c3c(-c4ccccc4)c4cc(Br)ccc4[nH]c3=O)=NO2)cc1 (centres undefined),15,6
CCOc1cccc(C(=O)Nc2ccc3nn(-c4cccc(Cl)c4)nc3c2)c1,0,-3
CNC(=O)C1Cc2ccccc2N1C(=O)Cc1cccs1 (centres undefined),-6,-7
Cc1cc(=O)n2c(-c3ccc(NC(=O)C(C)Oc4ccc5c(c4)OCO5)cc3)csc2n1 (centres undefined),3,-4
O=S1(=O)c2c(F)cccc2OC(COCc2ccccc2)CN1C1CCCC1 (centres undefined),-6,-1
COc1ccc(-c2c(C(=O)NC3CC3)nc3ccccn23)cc1,0,1
CC(=O)Nc1cc(N=Cc2ccccc2F)c(Cl)cc1Cl,-5,-3
CCOc1ccc(/C=C/C(=O)Nc2ccc3nc(N4CCN(C)CC4)cc(C)c3c2)cc1OC,5,2
COc1ccccc1C(=O)N1CCCC1c1ccccc1F (centres undefined),-2,-5
O=C(NCCCO)c1ccc(Cl)cc1,-10,-6
CCc1cccc2sc(NC(=O)c3ccc(S(=O)(=O)C(C)C)cc3)nc12,-7,-5
Cc1ccc(NC(=O)Nc2nc(C(=O)Nc3ccc4c(c3)OCO4)cs2)cc1,-3,4
CC(=O)Oc1ccc2c(=O)c(-c3ccccc3)coc2c1C,-2,-6
Cc1c(C(=O)c2ccccc2C(=O)O)sc2ccccc12,/,-5
O=C(/C=C/N1CCOCC1)c1cc2ccccc2o1,-1,-11
CN1c2ccccc2C(=O)NC12CCN(C(=O)c1ccccc1F)CC2,-3,-3
c1cncc(Oc2cccc(Oc3cccnc3)c2)c1,-7,-12
CCOc1ccc(Br)cc1/C=C/c1[nH]c(=O)[nH]c(=O)c1[N+](=O)[O-],-1,-3
Cc1cc(C)cc(NC(=O)CSc2nnc(COc3ccc(Cl)cc3Cl)o2)c1,-5,-13
O=c1cc(O)c2sc3nc(-c4cccs4)cc(-c4ccc(F)cc4)c3c2[nH]1,18,-4
COc1cc(OC)c(C2C(C(=O)Nc3ccc(C)cc3C)=C(C)Nc3nnnn32)cc1OC (centres undefined),2,-3
CC1=NN(c2cc(S(=O)(=O)O)ccc2Cl)C(=O)C1,-3,4
COc1cccc(-n2c(C)c(C(C)=O)c(C(C)=O)c2C)c1,-2,-4
COc1cc2c(cc1OC)C(C(=O)N(C)C1CCCCC1)C(c1cccnc1)N(C)C2=O (centres undefined),-3,-5
Cn1cc(Cn2cc(N)cn2)cn1,9,/
CCOC(=O)CCC(=O)NCC1(c2ccc(OC)cc2)CCCC1,-6&-6,-3&-5
COc1ccc(NC(=S)SC)cc1OC,-5,/
CSc1ccc(C2Oc3ccccc3C3=C2C(c2cccs2)n2ncnc2N3)cc1 (centres undefined),38,-5
Cc1cc([N+](=O)[O-])ccc1S(=O)(=O)NNC(=O)COc1ccc(C)c2c1CCC2,/,-2&6
Oc1ccc(Br)c(C=Nc2ccc(-c3ccc(N=Cc4cc(Br)ccc4O)cc3)cc2)c1,-4,/
O=S(=O)(Oc1ccc(Cl)cc1)c1c(Cl)sc(Cl)c1Br,/,-7
C=CCSc1ncnc2c1cnn2-c1ccccc1,/,0
CC(Oc1ccccc1)C(=O)Nc1ccccc1C(N)=O (centres undefined),-6,0
CC(C)(C)C(=O)Nc1ccc(F)c(F)c1,-8,-17
O=C(NCCCN1CCCCC1)C1CCN(c2cncnc2N2CCOCC2)CC1,3,-10
O=C(Nc1nccn(-c2cccc(Cl)c2)c1=O)c1ccncc1,-2,-1
CSc1nnc(SCc2nc3ccccc3n2C)s1,-9,-14
CCOc1ccc(CN2CCc3nc(Nc4cc(OC)ccc4OC)ncc3C2)cc1,10,-4
COc1ccc(-c2nc(C)c(C(C)=O)n2O)cc1OC,-2,4
O=C(c1ccccc1C(F)(F)F)N1CCN(c2nc(CN3CCCCC3)cs2)CC1,14,-6
Cc1ccc2c(NCc3ccccc3)c(-c3nc(C4CC4)no3)cnc2n1,-5,-2
COc1ccc(CCn2c(C)nc(=O)c(-c3ccccc3)c2C)cc1OC,-3,-7
CCN(CC)S(=O)(=O)c1ccc(NC(=O)COc2ccc(C)cc2Br)cc1,2,-8
O=C(O)c1nccnc1C(=O)NCc1c(Cl)cccc1Oc1ccccc1,/,-8
COC(=O)C1=C(C)NC2=C(C(=O)CC(C)(C)C2)C1c1cc(OC)c(OC)c(OC)c1 (centres undefined),-1,-13
CC(=O)NCCc1csc(C2CCN(C(=O)c3cc(F)ccc3Cl)CC2)n1,9,1
CN1CCN(C(=O)c2ccc(-c3nc4ccccc4n(C)c3=O)cc2)CC1,1,-1
# Carrying on.
SMILES,mHTT-CaM PPI inh,Pf apPOL inh
Cc1ccc(-c2[nH]ncc2CN2CCCC2c2cc(C(C)C)on2)cc1C (centres undefined),36,0
O=C(CCS(=O)(=O)c1ccc(Cl)cc1)Nc1ccc(F)cc1F,-33,-4
O=C(NCc1ccccc1)c1cnn2c(C(F)(F)F)cc(-c3ccco3)nc12,-2,-8
CC(=O)N1CCc2cc(N3CC(C(=O)NCc4cccc(C)c4)CC3=O)ccc21 (centres undefined),0,-7
CCOC(=O)c1cnc(SCC)nc1N,-10,-4
CCC(CC)C(=O)N1CCN(c2nc3c(s2)c(C)nn3-c2ccccc2)CC1,14,-4
CC(CNC(=O)c1cccs1)CN(C)C (centres undefined),0,-10
CC(NC(=O)CC1Sc2ccccc2NC1=O)C(C)(C)C (centres undefined),-12,2
COc1ccc(N2CCN(S(C)(=O)=O)CC2)cc1,1,-6
COc1ccc2cc(C(N)=O)c(=Nc3cccc(C(N)=O)c3)oc2c1,7,-4
Cc1nc2nc(SCC(=O)NCCc3ccccc3)nn2c(C)c1Cc1ccccc1,31,-8
COc1cc(CN2CCCCCC2)cc(OC)c1O,1,-4
COc1ccccc1C1N(c2ccc(Cl)cc2)C(=O)C2CCCN21 (centres undefined),50*,-2
COc1ccc(OC)c(C2=NOC(C(=O)Nc3ccc(C(C)=O)cc3)C2)c1 (centres undefined),0,-3
COc1ccc(/C=N/OCc2nc3c4c5c(sc4ncn3n2)CCCCC5)cc1OC,i,-1
O=C(CCC(=O)N1CC2CCCN2c2ccccc21)NCc1cccc(Br)c1 (centres undefined),37,-1
COc1ccc2c(c1)N1CCN(c3ccccc3)CC1C(C(=O)NCC(C)C)C2 (centres undefined),44,-5
N/C(=N\OC(=O)/C=C/c1ccccc1)c1ccccn1,i,-6
Cc1ccc(-c2nnc(CSc3n[nH]c(=O)n3-c3ccccc3C(F)(F)F)o2)cc1,/,-13
COc1cc(OC)cc(C(=O)Nc2nnc(C)s2)c1,-2,-8
COc1ccc(NC(=O)C2CC(C)=C(C)CC2C(=O)O)c(N2CCOCC2)n1 (centres undefined),/,-7
Cc1cc(C2CCCN2C(=O)NCc2ccc(F)cc2)no1 (centres undefined),-3,4
Nc1nc2c(c(=O)[nH]1)N(C=O)C(CNc1ccc(C(=O)NC(CCCC(=O)O)C(=O)O)cc1)CN2 (centres undefined),/,-9
O=C(Nc1nnc(C2CC(=O)N(c3ccccc3)C2)o1)c1ccccn1 (centres undefined),100*,-213
Cc1ccc(-c2cc(C(=O)NCCN3CCOCC3)c3ccccc3n2)cc1,1,-7
C=CCNC(=O)C1=Cc2cc(Br)ccc2OC=C1,-6,-10
COc1ccc(N2CN=c3s/c(=C\c4cccc([N+](=O)[O-])c4)c(=O)n3C2)cc1OC,9,-11
COc1ccc(-n2nc3c(c2NC(=O)COc2ccc(Cl)cc2)CS(=O)C3)cc1 (centres undefined),7,-6
CCCCCNc1c([N+](=O)[O-])c(=O)oc2ccccc12,-6,-2
CCCCCCCCN1CCS(=O)(=O)N(Cc2ccc(OC)cc2)C(C(=O)OC)C1 (centres undefined),8,9
CN1CCC(N(C)Cc2ccc(-c3ccccc3)cc2)CC1,6,-7
COc1ccc(CNC(=O)c2cncc(OC)c2)cc1,-16,0
COc1ccc(NC(=O)C2CCCN(c3nnc4ccccn34)C2)cc1 (centres undefined),13,-5
O=C1c2ccccc2NC(c2ccc([N+](=O)[O-])cc2)N1Cc1ccccc1 (centres undefined),17,-5
Oc1cccc(CNc2ccc(F)c(Cl)c2)c1,19,-5
COCCCNC(=O)N1CCCCCC1c1ccccc1Cl (centres undefined),-4,-1
COc1ccccc1Oc1ccc(S(=O)(=O)NCC(=O)O)cc1,-8,-10
O=C(NCCCc1ccccc1)C1CCCN(c2cn[nH]c(=O)c2)C1 (centres undefined),-1,-1
COc1cc(NC(=O)c2cc3nc(-c4ccco4)cc(C(F)(F)Cl)n3n2)cc(OC)c1OC,5,-3
O=C(Nc1c2c(nn1-c1ccc([N+](=O)[O-])cc1)CSC2)c1cccc(Cl)c1,7,-9
Cc1ccc(-n2ncnc2-c2cccs2)cc1Cl,5,1
Cc1ccc(CCNC(=O)c2csc3c2CCCC3)cc1,-14,0
COc1ccc(C(=O)N2CCC(O)(c3ccccc3)C(N(C)C)C2)cc1 (centres undefined),2,-6
COC(=O)CNC(=O)N1CCOc2ccccc21,-2,-8
O=C(NCCCc1ccccc1)C1CCN(c2nnc3ccc(Cl)cn23)CC1,3,-1
CCC1CCc2c(sc(N)c2C#N)C1 (centres undefined),16&20,-1
Cc1cccc(N2CCC(C(=O)NCC(C)C)C2=O)c1 (centres undefined),-1,-1
Cc1ccc(S(=O)(=O)NC(=NC(C)C)c2ccc(F)cc2)cc1,-2,-3
O=C(Nc1cnc(N2CCCCCC2)nc1)c1ccccc1Br,2,-4
CC(C)CNC(=O)N1CCCC1c1cc(C(C)C)on1 (centres undefined),-8,-3
COc1ccc(NC(=O)CC2SC(=Nc3ccccc3)NC2=O)cc1Cl (centres undefined),11,-4
COc1ccccc1NC(=O)CN1C(=O)C(c2ccc(F)cc2)=NC12CCCCCC2,4,-6
CCn1c(C2CCN(C(=O)c3ccccc3C)C2)nc2ccncc21 (centres undefined),-4,-3
Cc1ccc(C)c(NC(=O)C2CCCN2C(=O)Oc2ccccc2)c1 (centres undefined),0,2
N#Cc1c(N2C(=O)C3C4C=CC(CC4)C3C2=O)sc2c1CCCC2 (centres undefined),-3,34
O=C1OC2(CCCCC2)OC(=O)C1=CNc1nccs1,-4&3,-2&-4
O=C(NCCc1ccccc1)c1cncc(-c2cccc(C(F)(F)F)c2)c1,-2,0
COc1ccccc1N1CCN(CC(O)COCc2ccc3c(c2)OCO3)CC1 (centres undefined),3,-1
O=C(Nc1nnc(-c2ccc(Cl)s2)o1)C1CC(=O)N(c2ccccc2)C1 (centres undefined),19,1
O=c1cc(CN2CCCCC2)nc(N2CCCN(Cc3cccc(Cl)c3)CC2)[nH]1,20,-2
# (next part)
SMILES,mHTT-CaM PPI inh,Pf apPOL inh
COCc1cc(C)nc(NCCO)c1C#N,-9,-2
O=S(=O)(c1ccc(Oc2ccccc2)nc1)N1CCCC1c1ccc(F)cc1 (centres undefined),/,-5
Cc1ccc(NC(=O)CN(c2ccc(Cl)cc2)S(C)(=O)=O)cc1C,-1,-8
COc1ccc(C2C=C(c3ccc(Br)s3)Nc3nnnn32)c(OC)c1 (centres undefined),24,6
